RBX1-CUL1 inh = blocks human RBX1-Cullin-1 di-ubiquitin formation | P62877+Q13616 | in vitro K48 di-Ub FRET, acceptor:donor ratio, 45 min | inhibition, % at 10 µM | 0.6% of 140,000 active | AID 1347404; in the data active = inhibition above about 25%
Target sequence (P62877 whole entry, looked up): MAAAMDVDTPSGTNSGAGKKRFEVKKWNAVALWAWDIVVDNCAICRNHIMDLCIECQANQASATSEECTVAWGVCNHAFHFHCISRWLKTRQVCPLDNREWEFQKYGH
Target sequence (Q13616 whole entry, looked up): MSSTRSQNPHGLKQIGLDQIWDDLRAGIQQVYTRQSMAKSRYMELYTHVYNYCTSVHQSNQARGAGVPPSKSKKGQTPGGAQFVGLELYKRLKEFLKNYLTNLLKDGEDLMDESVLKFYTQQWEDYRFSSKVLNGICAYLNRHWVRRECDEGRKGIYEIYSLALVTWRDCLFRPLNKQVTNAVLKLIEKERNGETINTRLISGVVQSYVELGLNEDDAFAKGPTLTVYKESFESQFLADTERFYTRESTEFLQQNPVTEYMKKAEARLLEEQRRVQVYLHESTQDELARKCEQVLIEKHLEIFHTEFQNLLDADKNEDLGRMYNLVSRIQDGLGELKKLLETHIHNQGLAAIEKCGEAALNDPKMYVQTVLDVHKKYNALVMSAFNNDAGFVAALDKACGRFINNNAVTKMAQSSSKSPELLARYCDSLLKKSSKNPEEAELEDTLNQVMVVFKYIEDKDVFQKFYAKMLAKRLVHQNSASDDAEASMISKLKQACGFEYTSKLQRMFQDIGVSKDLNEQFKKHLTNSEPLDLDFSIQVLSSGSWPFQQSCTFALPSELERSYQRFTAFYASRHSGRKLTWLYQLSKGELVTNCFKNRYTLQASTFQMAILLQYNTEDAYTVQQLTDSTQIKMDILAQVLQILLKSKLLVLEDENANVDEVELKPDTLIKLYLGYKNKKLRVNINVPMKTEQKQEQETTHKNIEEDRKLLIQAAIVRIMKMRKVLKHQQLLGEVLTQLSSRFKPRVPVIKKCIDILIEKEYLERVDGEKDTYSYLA
Active calls of the source: *. Only part of the results is shown; count on the stated rates, not on these rows.

SMILES | RBX1-CUL1 inh
COc1cccc(CN2C(=O)NC(C)(C3CCN(C(=O)c4sccc4Cl)CC3)C2=O)c1OC (stereo unspecified) | -2
O=C(COc1ccccc1-c1ccccc1)N/N=C\c1cccc(OC(=O)c2ccc3c(c2)OCO3)c1 | 11
O=C(O)C1=CCCCc2ccccc21 | 0
CN(C)c1ccc(NC(=O)c2ccc(F)cc2)cc1 | 5
C=CCNC(=O)c1ccccc1NC(=O)CN(c1ccc(Cl)c(Cl)c1)S(C)(=O)=O | -14
CC(C)(C)C1CCc2c(sc3nc(SCC(N)=O)nc(N)c23)C1 (stereo unspecified) | -4
CCCNC(=O)Cn1c(=O)c2cccn2c2cccnc21 | 3
Cc1ccc2occ(/C=N\NC(=O)COc3ccccc3-c3ccnn3-c3ccccc3)c(=O)c2c1 | 3
Cc1cc2nc(-c3ccc(Br)cc3)cc(C(F)(F)F)n2n1 | -7
CCOc1ccc(NC(=O)CSc2nccn2-c2cccc(C)c2C)cc1 | -1
COCc1cc(C2c3c(n[nH]c3C)OC(=N)C2C#N)ccc1OC (stereo unspecified) | -4
COCCNC(=O)N1CCN(c2ccc(F)cc2)CC1 | 11
O=C(c1csnn1)N1CCC2(CCCN(Cc3ccccc3F)C2=O)C1 (stereo unspecified) | 4
COc1ccc(-c2noc(CNC(=O)c3ccccc3Br)n2)cc1 | -7
Cc1cccc(OCc2nnc(NC(=O)Cc3cccs3)s2)c1 | 8
COc1cccc(S(=O)(=O)Nc2ccc(C(=O)Nc3cccc(C(F)(F)F)c3)cc2)c1 | 1
COc1cccc(-n2c(C)cn3c4c(=O)[nH]c(=O)n(C)c4nc23)c1 | 2
Cc1cccc(Cn2cc(/C=C(/C#N)C(=O)Nc3cccc(Cl)c3)c3ccccc32)c1 | 2
CCc1csc(CNC(=O)c2ccc(N3CCOCC3)nc2)n1 | 0
Cc1ccc(NC(=O)CSc2ncc3c(n2)-c2ccccc2N(C)S3(=O)=O)c(Cl)c1 | -5

Laid out differently: two of the compounds above
Cc1cccc(OCc2nnc(NC(=O)Cc3cccs3)s2)c1
  RBX1-CUL1 inh: 8
COc1cccc(S(=O)(=O)Nc2ccc(C(=O)Nc3cccc(C(F)(F)F)c3)cc2)c1
  RBX1-CUL1 inh: 1

The results go on.
SMILES | RBX1-CUL1 inh
CN(CCc1ccccc1)C1CCCN(C(=O)CCc2cnccn2)C1 (stereo unspecified) | -5
Nc1scc2c(C(=O)N/N=C/c3ccc(Cl)cc3)nn(-c3ccccc3)c(=O)c12 | -2
COc1cc(Cl)c(S(=O)(=O)N2CCN(c3c(C)cccc3C)CC2)cc1Cl | -2
O=C1c2cccc([N+](=O)[O-])c2C(=O)N1c1cccc(Cl)c1Cl | 1
Cc1ccccc1-n1c(SCC(=O)N/N=C/c2ccccc2F)nc2ccccc2c1=O | 6
O=C(CCc1ccccc1)NCCC1=CCCCC1 | -9
COc1ccc(-n2nc3c(N4CCC(C(=O)N5CCC(C)CC5)CC4)nnc(C)c3c2C)cc1 | -3
CC(=Nc1cccc2ccccc12)C(C)=Nc1cccc2ccccc12 | -6
CCOC(=O)c1ccc(NC(=O)CC2C(=O)N(c3ccc(C)cc3)C(=O)N2C2CCCC2)cc1 (stereo unspecified) | 7
COCCN1CCCC2(CCN(C(=O)Cc3ccsc3)C2)C1=O (stereo unspecified) | 5
COc1ccc(CCNS(=O)(=O)c2ccc3c(c2)CC(C)N3C(=O)C2CCC2)cc1OC (stereo unspecified) | 14
O=C(OC1CCCCC1O)c1ccc(Br)o1 (stereo unspecified) | 8
COc1ccc(NC(=O)C2C(C)=NC(=O)NC2c2cccs2)c(OC)c1 (stereo unspecified) | 8
CC(C)(C)C(=O)Nc1ccnn1C1CCN(Cc2ccc(F)cc2Cl)CC1 | 13
Cc1ccc(-c2cn3c(nc4ccccc43)c(C)n2)cc1 | 1
C(#Cc1ccc(C#CCN2CCOCC2)cc1)CN1CCOCC1 | 4
O=c1n(-c2ccccc2)c(=O)n2n1C1C=CC2C2C1C1C2C2(Cl)C(Cl)=C(Cl)C1(Cl)C21OCCO1 (stereo unspecified) | -8
O=C(NCc1ccccc1)c1cc(NCc2ccccc2)c2ccccc2n1 | -1
O=C(Cn1cc(SCc2cccc(Cl)c2)c2ccccc21)N1CCCCC1 | 0
CCCN(C)S(=O)(=O)c1cccc(C(=O)NC(C)C)c1 | -4
Cc1cc(C)cc(NC(=O)Cn2c(-c3cncs3)nc3ccccc32)c1 | 11
O=C(c1ccccc1F)c1c[nH]c2ccccc12 | -15
COc1ccccc1C(=O)Nc1cccc(C(C)O)c1 (stereo unspecified) | -4
COc1cc(NC(=O)c2cc3nc(-c4ccccc4)cc(-c4ccccc4)n3n2)c(OC)cc1Cl | 2
Cc1cccc(NC(=O)CN2C(=O)C3(SCC(=O)N3c3ccccc3)c3ccccc32)c1 (stereo unspecified) | 7
CC1CCc2c(sc(NC(=O)C(C)(C)C)c2C(=O)Nc2ccccc2)C1 (stereo unspecified) | 2
CNC(=O)C1CCC(Cn2c(=O)c3sccc3n(Cc3ccccc3)c2=O)CC1 (stereo unspecified) | -8
O=C(N/N=C/c1ccccn1)c1cc(-c2ccc(Cl)cc2)nc2ccccc12 | 5
Cn1nc(Cl)c2ccccc2c1=O | -3
CC1(C)CC(=O)C2C(=NC3=C(C(=O)c4ccccc43)C2c2ccc(OCc3ccccc3)cc2)C1 (stereo unspecified) | 3
CCOC(=O)c1ccc(NN2C(=O)CCC2=O)c([N+](=O)[O-])c1 | 10
CC#CC(=O)N1CCc2onc(-c3ccc(F)c(F)c3)c2C1 | 8
CC/C(=N\NC(=O)c1ccc2c(c1)OCO2)C12CC3CC(CC(C3)C1)C2 | -5
COc1ccccc1CNS(=O)(=O)c1ccc2c(c1)NC(=O)CC(=O)N2 | -8
Cc1nn2c(=O)cc(COc3ccc(/C=C(\C#N)C(=O)Nc4ccccc4)cc3Cl)nc2s1 | -7
CC(C)(C)c1ccc(C2CC(=O)N(c3ccccc3)C2=O)s1 (stereo unspecified) | -3
Fc1cccc(Cl)c1CNCC1CCNCC1 | 13
O=C(O)c1cc([N+](=O)[O-])cc([N+](=O)[O-])c1N1CCN(CCO)CC1 | -4
Cc1cccc(Cn2c(=O)n(Cc3ccccc3)c(=O)c3sc4ccccc4c32)c1 | 1
COc1ccccc1CNC(=O)c1ccc(CN2CC(=O)N3CCCCC3C2=O)cc1 (stereo unspecified) | -11
O=C1NN(c2cccc(Cl)c2)C(=O)/C1=C/c1cccs1 | 12
CCCCc1ccc(NC(=S)N2CCN(c3ccccc3)CC2)cc1 | 8
CCc1c(C)sc2c1CCN(C(=O)Nc1ccccc1C(F)(F)F)C2c1ccccc1 (stereo unspecified) | -8
Cc1ccc(S(=O)(=O)N(c2ccc3nc[nH]c3c2)S(=O)(=O)c2ccc(C)cc2)cc1 | 5
CC1(C)C(C=C(Cl)Cl)C1C(=O)n1cncn1 (stereo unspecified) | 5
Nc1nc(SCc2ccccc2)ns1 | 9
CCOCc1nnc(NS(=O)(=O)c2ccc(Cl)cc2)s1 | 3
CC1CN(CC(=O)NCc2cc(F)ccc2F)Cc2cc(Cl)ccc2O1 (stereo unspecified) | 10
c1cncc(C2CCCCN2c2nc3nonc3nc2N2CCSCC2)c1 (stereo unspecified) | -9
COc1ccc(C(=O)OC(C(=O)c2ccc(C)cc2)c2ccccc2)cc1 (stereo unspecified) | -7
COc1ccc(OCc2nc(C(=O)N(C)Cc3ccno3)co2)cc1 | -4
CC1CCN(C(=O)CSc2nnc(Cc3cccs3)n2-c2ccccc2)CC1 | 5
CCCCn1c(=O)c2c(nc3oc(-c4ccccc4)cn32)n(C)c1=O | -5
COc1ccc(/C=C/CN2CCC(CO)(Cc3ccc(OC)cc3)CC2)cc1 | -1
CCOc1ccc(-c2cc(NC(=O)c3ccc(C)cc3)c(C(=O)OC)s2)cc1 | -8
COc1ccc2[nH]cc(CCNC(=O)Nc3cc(C)cc(C)c3)c2c1 | 2
COc1cccc(CNCc2ccc(OCC(O)CN3CCOCC3)c(OC)c2)c1 (stereo unspecified) | 5
COc1ccc(OC)c2sc(N(Cc3cccnc3)C(C)=O)nc12 | 5
CC1Cc2ccccc2N1S(=O)(=O)c1cnc(Cl)c(Br)c1 (stereo unspecified) | -4
COc1ccccc1C(=O)N=C(Cc1cn(S(=O)(=O)N(C)C)c2ccccc12)C(=O)NCCCn1ccnc1 | 2

(next part)
SMILES | RBX1-CUL1 inh
O=C(Nc1nnc(S(=O)(=O)N2CCc3ccccc32)s1)c1ccccc1 | 11
COc1cc(CN(C(=O)COc2ccccc2)c2ccccn2)cc(OC)c1OC | 3
CC(C)(C)N(NC(=O)Nc1ccc(Cl)cc1)C(=O)c1ccccc1F | 1
O=C(NC1(c2nnnn2-c2ccc(Br)cc2)CCCCC1)Oc1ccccc1 | 0
Sc1ccc2cccc3c2c1CC3 | 5
COc1ccc(Cl)cc1-c1nc(N)nc(N)n1 | -14
CCS(=O)(=O)N1CCC(C(=O)NCc2ccccn2)CC1 | 2
CSc1nc(=S)n(Cc2ccccc2)c(C)c1C(C)=O | 3
CC(C)CC(=O)N1CCN(Cc2ccc(Cl)c(Cl)c2)CC1 | 6
CCCCCC(=O)Nc1ccccc1-n1cccc1 | -5
O=S(=O)(Cc1ccc(Br)cc1)NC1CCCC1 | -1
CCOC(=O)C1(Cc2ccc(F)cc2)CCCN(C(=O)c2cn(C)c3ccccc3c2=O)C1 (stereo unspecified) | -6
CC1(C)CC(=O)c2cc3ccccc3cc2O1 | 11
O=C(NCCN1CCCC(O)C1)c1coc(CN2CCc3ccccc3C2)n1 (stereo unspecified) | 4
COc1ccccc1C(=O)OCc1cc(=O)n2nc(C(C)C)sc2n1 | -4
Fc1ccc(Nc2ccnc(Nc3ccc(F)cc3)n2)cc1 | 3
COc1cc(NC(=O)c2cc(C3CC3)nc3c2c(C)nn3-c2ccccc2)cc(OC)c1 | -1
Cc1ccc2c(c1)C(c1ccc(F)cc1)N(C(=O)c1ccc(OC(C)C)cc1)CC(=O)N2 (stereo unspecified) | 8
CC(C)(C)NC(=O)c1cccc2c1-c1ccccc1/C2=N\O | -5
CCN1CCN(C2(C(=O)N(C)CCC3CCCCO3)Cc3ccccc3C2)CC1 (stereo unspecified) | -5
CCOC(=O)C1CCN(c2ncnc3c2nnn3C)CC1 | 0
O=C(CCSCc1cnn(-c2ccccc2)c1-n1cccc1)NCc1ccccc1F | -3
COc1cccc(-c2nc3c(c(SCc4ccccc4Cl)n2)Cc2c(CO)cnc(C)c2O3)c1 | 1
O=C(COc1ccccc1Cl)Nc1ccc(CN2CCOCC2)cc1 | -2
COc1ccc(OCCCn2cnc3ccccc3c2=O)cc1 | -2
CC(C)=CCN1CCN(Cc2cccnc2)CC1CCO (stereo unspecified) | 15
CCOCCCn1c(=N)c(C(=O)NC2CCCC2)cc2c(=O)n3cccc(C)c3nc21 | 6
COc1ccc(CC2(CCC(=O)N3CC4(C)CC3CC(C)(C)C4)CCC(=O)N2)c2ccccc12 (stereo unspecified) | 0
COc1ccc(CNC(=O)C(=O)NCC(c2cccs2)S(=O)(=O)c2ccc(F)cc2)cc1 (stereo unspecified) | -10
O=C(CSc1ccc(Cl)cc1)Nc1ccc2c(c1)OCO2 | 0
Cc1ccc(NCc2cccn2-c2nnc(N3CCC(C(=O)NCc4ccc(F)cc4)CC3)s2)cc1 | 0
Cc1ccc(NC(=O)C(C)Sc2ncnc3sc4c(c23)CCCC4)cc1[N+](=O)[O-] (stereo unspecified) | -6
CC(=O)c1ccc(NS(=O)(=O)c2ccc(-n3cccn3)cc2)cc1 | -1
CCOc1c(Cl)cc(CNCC(C)C)cc1Cl | -9
O=C1N=C(N2CCN(c3cccc(Cl)c3)CC2)S/C1=C\c1ccccc1 | -3
CC1CC(=S)Nc2ccccc2S1 (stereo unspecified) | 1
CCc1cccc(C)c1NS(=O)(=O)c1ccc2c(c1)NC(=O)C(C)C(=O)N2 (stereo unspecified) | -5
O=C(Nc1ccc(S(=O)(=O)N2CCCCC2c2cccnc2)cc1)c1ccc(F)cc1 (stereo unspecified) | 5
Cc1ccc(-c2[nH]nc3c2C(c2ccc(OC(=O)c4ccccc4)cc2)C(C#N)C(=N)O3)cc1 (stereo unspecified) | -12
CCn1nnc2cc(C(=O)Nc3ccc(Br)cc3F)ccc21 | -6
OC(COc1ccccc1)CN1CCN(Cc2ccccc2)CC1 (stereo unspecified) | -9
COc1cccc(C(=O)Nc2ccccc2C)c1 | -11
Fc1ccc(-c2cn3cc(C(F)(F)F)cc(Cl)c3n2)cc1 | 5
COC(=O)c1ccc(C2c3ccc(N)cc3OC(=N)C2C#N)cc1 (stereo unspecified) | 4
CC(C)OC(=O)c1cnn2c(C(F)(F)F)cc(-c3ccc(F)cc3)nc12 | 0
Ic1ccc2c(c1)C1c3cccc4cccc(c34)C21 (stereo unspecified) | 1
CCOCC(=O)Nc1ccc2c(c1)OCO2 | 2

Among those listed so far, 16 contain a thiophene ring, fused or not.
SMILES | RBX1-CUL1 inh
COc1cccc(CN2C(=O)NC(C)(C3CCN(C(=O)c4sccc4Cl)CC3)C2=O)c1OC (stereo unspecified) | -2
CC(C)(C)C1CCc2c(sc3nc(SCC(N)=O)nc(N)c23)C1 (stereo unspecified) | -4
Cc1cccc(OCc2nnc(NC(=O)Cc3cccs3)s2)c1 | 8
Nc1scc2c(C(=O)N/N=C/c3ccc(Cl)cc3)nn(-c3ccccc3)c(=O)c12 | -2
COCCN1CCCC2(CCN(C(=O)Cc3ccsc3)C2)C1=O (stereo unspecified) | 5
COc1ccc(NC(=O)C2C(C)=NC(=O)NC2c2cccs2)c(OC)c1 (stereo unspecified) | 8
CC1CCc2c(sc(NC(=O)C(C)(C)C)c2C(=O)Nc2ccccc2)C1 (stereo unspecified) | 2
CNC(=O)C1CCC(Cn2c(=O)c3sccc3n(Cc3ccccc3)c2=O)CC1 (stereo unspecified) | -8
CC(C)(C)c1ccc(C2CC(=O)N(c3ccccc3)C2=O)s1 (stereo unspecified) | -3
Cc1cccc(Cn2c(=O)n(Cc3ccccc3)c(=O)c3sc4ccccc4c32)c1 | 1
O=C1NN(c2cccc(Cl)c2)C(=O)/C1=C/c1cccs1 | 12
CCc1c(C)sc2c1CCN(C(=O)Nc1ccccc1C(F)(F)F)C2c1ccccc1 (stereo unspecified) | -8
CC1CCN(C(=O)CSc2nnc(Cc3cccs3)n2-c2ccccc2)CC1 | 5
CCOc1ccc(-c2cc(NC(=O)c3ccc(C)cc3)c(C(=O)OC)s2)cc1 | -8
COc1ccc(CNC(=O)C(=O)NCC(c2cccs2)S(=O)(=O)c2ccc(F)cc2)cc1 (stereo unspecified) | -10
Cc1ccc(NC(=O)C(C)Sc2ncnc3sc4c(c23)CCCC4)cc1[N+](=O)[O-] (stereo unspecified) | -6

Source: PubChem
